# High-throughput results (PubChem)
# Rtt109 HAT inh – C. albicans Rtt109 histone acetyltransferase inhibition | purified Rtt109/Vps75, ThioGlo CoA-SH fluorescence, 4 h | inhibition, % at 34.9 µM | 330,000 tested, 0.16% active | Q5AAJ8;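 active = inhibition of at least 50% in every replicate; inconclusive = best replicate reaches 50% inhibition but some replicates fall short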
# Target sequence (Q5AAJ8 whole entry, looked up): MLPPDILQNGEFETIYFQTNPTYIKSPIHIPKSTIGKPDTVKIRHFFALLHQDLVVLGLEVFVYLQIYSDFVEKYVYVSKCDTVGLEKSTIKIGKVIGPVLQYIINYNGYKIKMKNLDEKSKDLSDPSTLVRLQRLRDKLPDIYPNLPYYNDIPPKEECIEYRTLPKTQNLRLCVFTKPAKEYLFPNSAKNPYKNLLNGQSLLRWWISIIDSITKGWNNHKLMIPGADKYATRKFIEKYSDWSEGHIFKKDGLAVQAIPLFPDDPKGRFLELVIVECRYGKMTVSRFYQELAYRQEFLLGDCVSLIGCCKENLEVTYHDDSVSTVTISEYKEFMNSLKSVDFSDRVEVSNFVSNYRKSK
# MITF TRPM1 HTS – MITF TRPM1 promoter activation in melanoma cells | SK-MEL-5 TRPM1-promoter luciferase, 24 h; % of positive control, neutral wells = 0 | activation, % at 12.5 µM | AID 588334 | 300,000 tested, 0.75% active;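 active = mean activation of at least 80% with every replicate also reaching 80%; inconclusive = mean reaches 80% but some replicate falls short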;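 also: 0% = neutral control wells and 100% = parthenolide positive control wells; values of inactives mirror those of a sister screen read the other way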
# cardiac RTF act – increases calcium sensitivity of human cardiac regulated thin filaments. IANBD-labeled TnC RTF fluorescence at EC20 calcium; 0% EC20 calcium, 100% full calcium. activation, % at 7.2 µM. 340,000 tested, 0.24% active;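 active = activation above the mean over all tested compounds plus 3 SD, cut at about 30% in these data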;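 also: rise in fluorescence read as greater calcium sensitivity of cardiac thin filaments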
# dFosB activator – enhances mouse delta FosB homodimer DNA binding; P13346; purified delta FosB, TAMRA-CDK5 oligo fluorescence polarization; percent of positive-control signal above neutral wells; activation, % at 25 µM; 340,000 tested, 0.99% active; AID 493131;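 active = mean activation above about 17%, with every replicate also reaching it, limit read from the data, passing the limit was not always enough; inconclusive = only one of the two conditions met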;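 also: fluorescence polarization rise as delta FosB binds a TAMRA Cdk5 AP-1 oligo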
# Tat export inh – blocks Tat-dependent protein export in E. coli; 340,000 tested, 0.036% active; AID 488895; E. coli MC4100 TorA-mCherry Tat export, fluorescence; inhibition, % at 10 µM;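 active = mean replicate inhibition at least 50% and at least half of replicates individually reaching 50%; inconclusive = only one of the two criteria met; inactive = neither criterion met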;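 also: exported cargo escapes ClpAP degradation while cytoplasmic cargo is degraded and loses fluorescence; 0% = median of neutral control wells and 100% = median of NaSCN control wells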
# Wnt bcat act – Wnt/beta-catenin pathway activation. AID 743398. 300,000 tested, 1.2% active. Wnt/beta-catenin reporter cell assay, activator, plate reader. activation, % at 9.35 µM; in the data active = activation above about 30%, passing the limit was not always enough; inconclusive = no clear call, values can overlap the other calls;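 also: 0% = neutral control wells and 100% = positive control wells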
# CAL PDZ FP-1 – inhibitors of human CAL PDZ peptide binding; Q9HD26; purified CAL PDZ, TMR-peptide fluorescence polarization, 1 h; inhibition, % at 24.9 µM; 300,000 tested, 0.92% active; AID 602252;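 active = mean inhibition of at least 30% with at least half of replicates also reaching 30%; inconclusive = no clear call, values can overlap the other calls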;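 also: 0% = DMSO neutral control and 100% = excess unlabeled competitor peptide PRC23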
# CAL PDZ FP-2 – human CAL PDZ-peptide interaction inhibition; Q9HD26; purified CAL PDZ, TMR-peptide fluorescence polarization, 1 h; inhibition, % at 20 µM; 330,000 tested, 0.02% active; AID 504414;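 active = highest replicate inhibition of at least 40%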;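 also: plate controls were DMSO neutral control wells for no effect and unlabeled competitor peptide control wells for full effect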
#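 Material: tagged CAL PDZ protein CerCALP, purified; buffer or medium: sodium phosphate/NaCl buffer pH 7.4 with TCEP, IgG, Thesit; also added: fluorescent TMR peptide probe; schedule: 1 h incubation at room temperature before polarization reading; technique: fluorescence polarization from S- and P-plane intensities, G-factor corrected; control set: unlabelled peptide and DMSO controls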
# CDK5 inh – inhibitors of human CDK5/p35 kinase; Q00535+Q15078; Recombinant CDK5/p35, ADP-Glo luminescence, 60 min; inhibition, % at 10 µM; 330,000 tested, 0.01% active; AID 488839;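 active = highest replicate inhibition of at least 50% and at least 75% of replicates reaching 50%; inconclusive = only one of the two criteria met; inactive = both criteria failed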;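 also: plate controls were DMSO neutral control for no effect and GW8510 at 10 µM for full effect; many of its hits are not listed in these tables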
# Target sequence (Q00535 whole entry, looked up): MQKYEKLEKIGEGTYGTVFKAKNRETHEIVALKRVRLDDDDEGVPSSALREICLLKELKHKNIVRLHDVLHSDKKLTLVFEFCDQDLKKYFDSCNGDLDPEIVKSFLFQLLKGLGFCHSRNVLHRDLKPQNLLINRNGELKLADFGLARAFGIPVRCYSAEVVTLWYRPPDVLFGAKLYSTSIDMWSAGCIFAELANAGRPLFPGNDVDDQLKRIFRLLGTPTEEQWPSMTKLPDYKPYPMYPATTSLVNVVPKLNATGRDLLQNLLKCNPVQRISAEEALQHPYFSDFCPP
# Target sequence (Q15078 whole entry, looked up): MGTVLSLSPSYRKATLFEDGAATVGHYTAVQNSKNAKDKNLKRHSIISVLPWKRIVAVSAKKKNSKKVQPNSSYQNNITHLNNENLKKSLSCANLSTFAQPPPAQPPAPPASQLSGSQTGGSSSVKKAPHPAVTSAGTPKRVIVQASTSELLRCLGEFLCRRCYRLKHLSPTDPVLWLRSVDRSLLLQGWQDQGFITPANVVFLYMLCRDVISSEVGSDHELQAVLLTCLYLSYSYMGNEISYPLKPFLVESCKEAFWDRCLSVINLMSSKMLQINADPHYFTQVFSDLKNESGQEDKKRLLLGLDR
# V-ATPase pHluor – regulators of yeast V-ATPase proton transport; S. cerevisiae, pHLuorin cytosolic pH fluorescence; response, % at 10 µM; 350,000 tested, 0.37% active; in the data active = response mostly above about 7.3%, no sharp cut-off; inactive = mostly below about 5.4%; also: actives read high; inactives centre near 0; some compounds called inactive have numbers as strong as hits
# * = called active by the depositor; ? = inconclusive; . = no result given.
CAL PDZ FP-1	dFosB activator	Wnt bcat act	CAL PDZ FP-2	V-ATPase pHluor	smiles	Rtt109 HAT inh	cardiac RTF act	Tat export inh	CDK5 inh	MITF TRPM1 HTS
-4.6	-4.0	-3.2	-0.4	-3.4	COc1ccccc1C(=O)NCCc1nc2ccccc2n1C	5.0	-2.7	-4.0	-0.4	14.9
-1.7	-0.7	-3.0	0.4	-4.1	COC(=O)c1sc2ccccc2c1NC(=O)c1ccc(S(=O)(=O)N2CCC(C)CC2)cc1	0.8	-1.2	-0.6	0.5	-14.5
-3.9	-3.0	-1.1	0.1	0.5	O=C(c1ccc(Cl)cc1)c1ccc(CN2C(=O)c3ccccc3C2=O)o1	-2.4	-4.1	-2.1	1.9	2.1
-2.5	-6.2	-3.8	-5.1	3.8	CC(C)CC(=O)NC(=S)Nc1cc(C(=O)O)ccc1Cl	-4.3	4.6	-5.5	0.8	-4.7
-1.3	-0.4	-2.1	-1.6	3.3	COc1ccc(CCNC(=O)CCC(=O)N2CCN(S(=O)(=O)c3ccccc3)CC2)cc1OC	.	-0.9	5.3	-0.4	.
0.7	-11.8	-1.0	-3.2	2.1	CN1CCC(N(C)C(=O)/C(C#N)=C/c2ccc(OC(F)F)cc2)CC1	-16.1	0.9	2.3	0.4	2.7
0.2	-8.4	-2.3	0.5	5.6	CSCCC(NC(=O)C1CCC(C)CC1)C(=O)OCC(=O)c1ccc(Cl)cc1 (stereo unspecified)	0.2	-5.5	-8.2	.	7.4
-1.2	-7.4	-7.0	-0.2	-4.2	Cc1ccc(S(=O)(=O)N2CCC(=O)N(C(COCc3cccc(C)c3)C(C)C)CC2)cc1 (stereo unspecified)	0.0	-1.7	4.9	0.8	8.2
-5.4	-1.1	2.9	-0.5	-5.9	Cn1cc(Br)c(-c2cccc(NC(=O)CCCC(=O)O)c2)n1	5.2	-0.1	-7.6	-0.7	.
.	0.3	25.1	-0.9	-0.5	Cc1cc(C(=O)COC(=O)c2n[nH]c(=O)c3ccccc23)c(C)n1C	-3.0	-5.2	-4.2	-0.2	41.3
.	-3.5	-1.9	-0.9	-3.7	COc1ccccc1NC(=O)N1CCCC1C(=O)NCc1ccc(F)cc1 (stereo unspecified)	0.4	-0.2	3.1	2.6	.
-1.1	7.9	-1.2	-1.5	-1.1	Cc1ccc(N(CC(=O)NCc2ccco2)C(=O)CCC(=O)Nc2nccs2)cc1	-7.2	-0.9	-8.1	2.6	-5.0
-1.5	3.2	-0.5	0.7	-4.3	CCN(CC)C(C(=O)Nc1ccc2c(c1)OCO2)c1ccccc1 (stereo unspecified)	0.1	-0.9	-2.1	1.2	15.3
0.0	-2.8	.	-0.9	-2.5	Cc1ccc(-c2nc3cc(Cl)ccc3o2)cc1	-1.0	-4.5	-5.3	-0.7	-1.4
-3.1	-6.7	-3.8	-3.0	.	O=C(CCCCCCCC(=O)c1ccccc1)c1ccccc1	-0.7	-3.6	-2.6	-1.2	2.3
1.1	-2.9	-1.3	-2.1	-2.1	CCOCCCNC(=O)c1oc2ccc(S(=O)(=O)N3CCOCC3)cc2c1C	0.0	-1.6	-15.4	-2.0	0.5
-4.5	-0.9	0.7	-2.4	-0.2	Cc1cc(C(=O)NCc2ccccc2Br)no1	-7.6	2.2	-2.3	-0.2	10.9
-0.7	-0.7	-2.9	-0.2	3.0	O=C(/C=C/c1ccccc1)c1ccc2c(c1)OCO2	.	8.8	-5.5	-0.2	74.9
0.9	4.9	0.2	-2.2	1.1	CC(Oc1ccccc1)C(=O)NNS(=O)(=O)c1ccc([N+](=O)[O-])cc1 (stereo unspecified)	6.5	-3.2	3.3	0.0	2.2
-1.8	3.0	.	-1.0	-0.8	CC(C)(C)NC(=O)C1Cc2ccccc2CN1C(=O)Nc1ccccc1Cl (stereo unspecified)	6.8	2.7	1.8	0.0	-8.1
-0.9	5.8	0.9	-0.6	-1.0	C#CCOCCOCCOCCNc1nc(N2CCOCC2)nc(N2CCN(C(=O)[C@H](Cc3cc4ccccc4[nH]3)n3cc([C@@H](N)C(C)CC)nn3)CC2)n1 (stereo partly specified)	5.4	-7.3	3.9	-1.3	-3.3
-1.1	-11.7	.	-2.5	-2.4	O=C(NN1CCN(Cc2ccccc2Cl)CC1)c1ccc(Cl)cc1	5.9	2.6	2.3	-0.8	-12.8
-1.3	2.5	-0.7	-1.1	-1.1	COCCCNC(=O)Nc1ccc2c(c1)N(C)C(=O)CS2	-4.3	-3.8	0.3	-0.6	-10.7
.	-7.2	-4.7	-0.1	0.7	CC(=O)Nc1ccc(S(=O)(=O)NC2CC(=O)N(c3ccc(C)cc3)C2)cc1 (stereo unspecified)	-2.4	12.2	9.7	1.1	-5.0
-1.5	4.9	.	.	-1.4	O=C(NCCc1c[nH]c2ccccc12)c1c(Cl)nc2sccn12	0.6	-0.1	-9.9	0.6	19.5
-4.7	-5.6	-0.9	-1.9	2.2	CN(CC(=O)Nc1cccc(F)c1)C(=O)C1CC(=O)N(Cc2ccccc2)C1 (stereo unspecified)	-8.8	1.3	-4.7	-1.1	3.3
8.5	1.3	.	.	-3.8	COc1cc(C(=O)NCCC(=O)NCc2ccc3c(c2)OCO3)cc(OC)c1OC	-5.7	-6.0	-2.0	2.2	-0.2
0.5	1.1	3.1	-0.9	0.4	CC1Sc2ccc(S(=O)(=O)N3CCN(c4cccc(Cl)c4)CC3)cc2NC1=O (stereo unspecified)	-4.2	-3.9	5.2	1.1	-8.4
-0.5	-4.9	-0.9	-1.7	1.3	O=C1CC(Sc2nnc(-c3ccccc3O)o2)C(=O)N1c1ccccc1 (stereo unspecified)	?	6.7	-2.7	-3.3	-6.5
0.8	1.2	.	-0.5	-2.1	Cc1ccccc1NC(=O)C1C2CCCC1C2c1ccccc1 (stereo unspecified)	4.8	1.6	0.4	-0.4	9.8
-3.2	-3.8	-1.8	0.9	-1.1	CCc1sc(C(=O)NNC(=O)CNC(=O)c2ccccc2F)cc1C	-7.0	-2.1	-7.6	-0.1	0.2
-5.3	0.2	5.1	-0.6	1.7	COc1ccc(Cl)cc1C(=O)O/N=C(\N)c1ccc(Cl)cc1	-3.3	2.8	-6.2	-4.9	13.8
0.3	-13.0	1.2	0.4	-0.8	COc1cc(/C=N/n2nnnc2N)ccc1OCC#N	-2.2	1.4	-0.9	-0.1	-0.3
24.5	-5.3	-2.2	0.8	-0.6	COc1ccc(CCNC(=O)C(=O)NCc2ccccc2C)cc1OC	0.8	1.5	-0.1	1.4	-0.1
-1.8	-7.4	-5.1	-1.6	-1.2	O=C(c1cc2nc(-c3ccco3)cc(C(F)(F)F)n2n1)N1CCN(c2ccc(F)cc2)CC1	.	2.9	2.8	-0.9	0.5
-4.8	1.8	.	0.1	1.1	Cc1ccc(NC(=S)NCC(C)C)cc1	4.0	4.7	-7.9	-0.1	5.2
-2.0	1.2	-1.1	-2.5	-0.5	Cn1c(CNc2ccc(Cl)cc2)nnc1SCc1ccccc1	31.3	4.6	10.7	0.0	.
-3.3	3.7	3.0	-1.9	-2.6	COc1ccc(N2CC(C(=O)NCc3n[nH]c(=O)c4ccccc34)CC2=O)cc1 (stereo unspecified)	-2.1	1.7	-7.3	-0.2	-4.3
-5.5	1.2	-19.2	0.6	-1.2	COc1c(C(CC(C)C)OC(C)=O)ccc2c1C(=O)OCc1cc(C)cc(O)c1O2 (stereo unspecified)	2.7	0.3	14.0	-2.4	-10.7
0.2	-3.3	.	-1.3	0.2	COc1ccc(Cn2c(=O)[nH]c3cc(C(=O)Nc4ccc(N5CCN(C)CC5)cc4)ccc32)cc1	37.1	0.5	8.5	1.2	12.8
-2.5	3.7	0.3	-1.8	0.0	C=CCN(C(=O)CCS(=O)(=O)c1cccc2nsnc12)c1ccccc1	12.5	1.0	2.6	0.0	-12.1
-4.2	-1.8	-1.9	-1.6	0.2	CCOC(=O)N1CCC(NC(=O)CCC(=O)N2CCOc3ccc(Cl)cc32)CC1	-6.3	5.6	6.8	-1.1	-12.6
1.4	-0.8	17.0	-0.5	-1.5	OCCN(CC#CCC(O)(c1ccccc1)C1CCCC1)CCO (stereo unspecified)	-5.3	6.6	-3.3	1.1	.
-6.0	-1.4	-0.9	-2.5	-2.7	Cn1c(SCC(N)=O)nnc1C1CCN(C(=O)NC2CCCCC2)CC1	0.6	-0.5	-5.1	-0.5	.
-3.4	-15.0	-1.5	-4.0	0.9	N[C@@H](Cc1ccccc1)c1nnc(SCc2ccccc2Cl)o1	2.1	-3.2	7.7	0.4	9.7
.	4.7	5.6	-0.4	1.5	CSC(=Nc1ccccc1)Nc1ccccc1	-0.5	-2.9	-0.2	0.1	.
-1.7	-5.0	0.7	-3.3	0.0	O=C(Nc1cccc(F)c1)C1CCN(C(=O)c2ccco2)CC1	-3.0	0.3	-0.7	1.4	-11.6
-4.8	-0.4	1.8	0.4	-3.1	N#Cc1c(SCC(=O)O)nc(N2CCOCC2)c2c1CCCC2	-2.6	-3.0	1.3	2.0	-1.2
-8.3	-0.6	0.6	0.2	0.7	C/C(=N\NC(=O)CN1CCN(c2ccc(F)cc2)CC1)c1ccco1	-3.0	-8.1	-4.7	0.8	7.1
-5.3	-12.4	.	-0.9	-0.8	Cc1ccc(C(C)C)c(OCc2nn(CC(=O)c3ccc(OC(F)F)cc3)c3[n+]2CCCCC3)c1	?	0.1	24.8	-2.2	-101.1
-5.7	-6.1	-0.5	-0.2	0.5	O=C(NCCN1CCN(c2cccc(Cl)c2)CC1)Nc1ccccc1	.	6.5	3.7	-1.9	7.6
.	-4.9	-3.0	0.1	0.8	O=C(CNC(=O)c1ccc(Br)o1)NCC1COc2ccccc2O1 (stereo unspecified)	0.7	0.4	8.2	-0.6	-16.6
-6.1	-16.7	-6.0	-2.0	1.8	Cc1cc(N)nc(=O)n1C1CC(O)C(CO)O1 (stereo unspecified)	0.2	-3.4	-10.2	-2.8	-19.9
-3.4	-4.3	-1.6	-5.2	-5.3	O=C(COC(=O)C1(c2ccc(F)cc2)CCCC1)NCc1ccco1	0.1	3.3	-12.3	-0.3	-4.0
1.0	-3.9	.	1.0	-3.0	Cc1nc2nc(C)c(CCC(=O)N3CCN(c4ccccn4)CC3)c(C)n2n1	-10.7	-2.1	12.9	-3.7	-4.0
4.2	-3.3	-2.9	-1.0	-3.2	Cc1cc(C)c(NS(=O)(=O)c2ccccc2)c(C)c1NS(=O)(=O)c1ccccc1	1.4	-7.6	0.4	-0.4	-10.6
